# IDE cell activ = human IDE activators in live cells, primary screen, fluorescence polarization, HEK cells, FAbeta-B substrate; Insulin-degrading enzyme (Homo sapiens), P14735; FAbeta-B cleavage; 0% vehicle, 100% cell-free pure enzyme wells; activation, % at 5.96 µM; 340,000 compounds, 0.073% hits; AID 493087, 2011;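 active = activation above the mean of all tested compounds plus 3 SD, set per screening campaign, cut at about 17% in these data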
# MEKK3 PB1 HTS = modulators of MEKK3-MEK5 PB1 binding, primary screen, biochemical, wildtype MEKK3, multiplex bead flow cytometry, Alexa488-MEK5. AID 1529, 2009. bead-based flow cytometry, Alexa488-MEK5 binding to MEKK3; actives lie on both sides; 0 = blocked by unlabeled MEK5, 100 = vehicle. 290,000 compounds, 1.4% hits. Mitogen-activated protein kinase kinase kinase 3 (Homo sapiens), Q99759. binding response (% of control), % at 10 µM;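 active = binding response more than 3 SD above or below the average of its plate-row segment, actives on both sides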;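 also: Alexa488 bead fluorescence after subtracting the streptavidin-only scavenger bead signal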
# NALP1 inh = NALP1 inflammasome inhibitors in reconstituted yeast, colorimetric, S. cerevisiae, triplicate retest; 280,000 compounds, 0.61% hits; S. cerevisiae NALP1/ASC/caspase-1 growth, X-gal OD620, 72 h; AID 2071, 2009; inhibition, % at 10 µM; in the data active = inhibition mostly above about 24%, no sharp cut-off; inactive = mostly below about 32%; also: some compounds called inactive have numbers as strong as hits
# p-CIP stab down = p/CIP-EGFP fusion destabilizers, primary screen, fluorescence, F442A cells; 290,000 compounds, 0.01% hits; 16 h; decrease of EGFP signal, % at 10 µM; Q05BA5;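 active = EGFP signal decrease of at least 30% at 10 µM or well 3 SD below plate mean, unless failing retest; inactive = the rest, including hits failing retest or dose response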; also: some compounds called inactive have numbers as strong as hits; many of its hits are not listed in these tables
# SUMO HTRF inh = inhibitors of in vitro SUMOylation cascade, primary screen, biochemical, HTRF, uHTS; SUMO-conjugating enzyme UBC9 (Homo sapiens), P63279; HTRF SUMOylation assay, SAE1/SAE2 + UBC9; inhibition, % at 35 µM; 290,000 compounds, 0.36% hits; AID 2006, 2009; in the data active = inhibition above about 50%, passing the limit was not always enough; also: strong numbers were not always called active
# MEKK2 WT-MEK5 = modulators of MEK5 binding to wildtype MEKK2, primary screen, biochemical, multiplex bead flow cytometry, Alexa488-MEK5; Mitogen-activated protein kinase kinase kinase 2 (Homo sapiens), Q9Y2U5; binding response (% of control), % at 10 µM; Alexa488-MEK5 binding to MEKK2 WT; actives lie on both sides; 290,000 compounds, 1.1% hits; AID 1531, 2009; in the data active = binding response below about 67% or above about 130%
# PfM18AAP inh = PfM18AAP inhibitors, malaria aminopeptidase, primary screen, biochemical, QFRET, recombinant enzyme. H-Glu-NHMec fluorogenic cleavage. inhibition, % at 7.35 µM. 290,000 compounds, 1.2% hits. AID 1822, 2009;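 active = inhibition above the campaign mean inhibition over all tested compounds plus 3 SD, cut at about 28% in these data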;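 also: 0% = plate median of test compound wells and 100% = 2 mM ZnCl2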
# MEKK2mut PB1 HTS = MEK5 binding signal on mutant MEKK2 PB1, primary screen, biochemical, multiplex bead flow cytometry, Alexa488-MEK5; 290,000 compounds, 0.35% hits; Alexa488-MEK5 binding to MEKK2 mutant; AID 1530, 2009; percent response, % at 10 µM; in the data active = percent response above about 24%, passing the limit was not always enough; also: inactives centre near 1; some results filed as inactive read as strong as hits; reference of the scale not given here
# IDE cell inh = human IDE inhibitors in live cells, primary screen, fluorescence polarization, HEK cells, FAbetaB substrate; AID 434962, 2010; inhibition, % at 5.59 µM; 320,000 compounds, 0.41% hits; Insulin-degrading enzyme (Homo sapiens), P14735; FAbetaB cleavage;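 active = percent inhibition above the average of all tested compounds plus 3 SD, set per screening campaign, cut at about 16% in these data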;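 also: IDE supplied by intact live HEK cells; FP after avidin binding of uncleaved biotin substrate so inhibition keeps polarization high; 0% = DMSO wells and 100% = 60 µM reference IDE inhibitor Ii1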
# The depositor's hits bear a star; nt = not tested or not shown.
item	IDE cell activ	MEKK3 PB1 HTS	NALP1 inh	p-CIP stab down	SUMO HTRF inh	MEKK2 WT-MEK5	PfM18AAP inh	MEKK2mut PB1 HTS	IDE cell inh	SMILES
1	0	106	39	-4	-7	103	-9	1	-1	COc1ccc(/C(C)=N/OCC(=O)N2CC3(C)CC2CC(C)(C)C3)cc1 (stereo not given)
2	-3	96	0	1	13	97	-5	1	10	O=C(COC(=O)/C=C/c1cnc2ccccc2n1)NCC(F)(F)F
3	-10	84	nt	-1	33	102	nt	0	11	Cc1ccc(C(=O)Nc2cccc(C(F)(F)F)c2)cc1NC(=O)c1cnnc2ccccc12
4	-10	101	nt	4	-17	103	2	7	1	CC(=O)Nc1ccc(S(=O)(=O)N2CCN(Cc3nc4sc(C)c(C)c4c(=O)[nH]3)CC2)cc1
5	0	107	2	-6	10	105	-7	9	9	CC(C)C[C@H](NC(=O)C1CCN(C(=O)[C@H](Cc2ccccc2)NC(=O)OC(C)(C)C)CC1)C(=O)O
6	0	103	0	-8	14	103	-3	2	1	Cc1c(C(=O)OCC(=O)N(C)C2CCS(=O)(=O)C2)oc2ccc(Br)cc12 (stereo not given)
7	-2	96	16	4	-7	95	-10	-4	nt	Cc1ccn2c(C(=O)N/N=C/c3ccc(Cl)cc3)c(C)nc2c1
8	-4	102	nt	nt	nt	102	nt	-1	4	CNC(C)C#Cc1ccc2oc3cc(C)c(C)cc3c(=O)c2c1 (stereo not given)
9	-2	99	nt	-11	5	97	2	-3	10	CC(=O)Nc1ccc(/C=C/c2ccc3cccc([N+](=O)[O-])c3n2)cc1
10	7	103	-9	-1	4	103	-14	1	-3	Cc1cccc(C(=O)O/N=C2\CCCc3ccccc32)c1
11	4	103	6	14	4	103	-1	2	0	COc1ccc(S(=O)(=O)NCc2ccccn2)c(C)c1C
12	6	103	15	-2	5	120	-6	14	-3	COc1ccc(C(=O)NNC(=O)c2ccncc2)cc1
13	4	102	36	1	0	102	-4	0	-5	CC(=O)c1cccc(NC(=O)CNC(=O)c2cc3ccccc3o2)c1
14	-1	108	-2	2	-1	117	3	5	-1	CCOc1ccc(OCC)c(NC(=O)C2CCN(S(=O)(=O)c3cccnc3)CC2)c1
15	0	87	nt	-6	17	108	nt	-1	nt	COC(C[C@@H](O)CC(=O)[C@H](C)OCc1ccccc1)OC
16	-1	107	34	2	8	103	-3	1	2	NC(=O)Nc1ccccc1C(=O)N1CCC(O)(c2ccc(Cl)cc2)CC1
17	7	116	3	16	-11	108	-3	0	1	O=[N+]([O-])/C(N=Nc1ccccc1)=N\Nc1ccccc1
18	2	101	-5	-6	12	98	-2	-1	0	N#Cc1cnc(NOCc2ccc(Cl)cc2)nc1
19	5	102	24	4	18	100	-5	3	-3	Cc1ccc(C)c(NS(=O)(=O)c2c(C)ccc3nsnc23)c1
20	1	105	17	8	10	115	19	10	-4	Cc1ccc(C(=O)Nc2nc3ccccc3n2CCN2CCCC2)cc1
21	-2	118	nt	-11	24	135	nt	6	-1	CC(C)CN1C=C2C(=O)C(C)(OC(=O)CCc3ccccc3)C(=O)C=C2C=C1c1ccc(C#N)cc1 (stereo not given)
22	4	99	5	-6	2	95	16	2	2	COc1ccccc1CNC(=O)c1ccc2ccccc2n1
23	5	93	nt	-20	19	100	4	-14	0	COc1cccc(/C=N/NC(=O)CSc2cccc3cccnc23)c1
24	0	105	-1	-6	10	105	1	5	-6	COc1cccc(-c2ccc(C#N)c(=O)[nH]2)c1
25	5	100	-21	0	-10	99	-4	-8	8	COc1ccc(/C=C(\NC(=O)c2ccc(Cl)cc2)C(=O)NCC2CCCO2)cc1OC (stereo not given)
26	4	106	4	-9	8	108	-7	7	-5	Cc1ccc(S(=O)(=O)CCc2nnc(N)s2)cc1C
27	3	98	20	1	8	99	-11	-1	-3	O=C(O)c1ccc2oc(=O)c(S(=O)(=O)c3ccc(F)cc3)cc2c1
28	8	98	2	14	8	97	-4	3	-1	CCOC(=O)C1(CCCc2ccccc2)CCN(C(=O)CCOC)CC1
29	1	98	-9	1	14	103	1	-4	1	COc1ccc(N(CC(=O)NCc2ccco2)S(C)(=O)=O)cc1OC
30	3	84	10	-10	-22	90	nt	-20	-4	O=C(NCc1ccc(C(F)(F)F)cc1)C1CC(c2cccc(F)c2)=NO1 (stereo not given)

# Shown screen by screen: 6 of the compounds above.
30. O=C(NCc1ccc(C(F)(F)F)cc1)C1CC(c2cccc(F)c2)=NO1 (stereo not given)
3. Cc1ccc(C(=O)Nc2cccc(C(F)(F)F)c2)cc1NC(=O)c1cnnc2ccccc12
7. Cc1ccn2c(C(=O)N/N=C/c3ccc(Cl)cc3)c(C)nc2c1
8. CNC(C)C#Cc1ccc2oc3cc(C)c(C)cc3c(=O)c2c1 (stereo not given)
16. NC(=O)Nc1ccccc1C(=O)N1CCC(O)(c2ccc(Cl)cc2)CC1
14. CCOc1ccc(OCC)c(NC(=O)C2CCN(S(=O)(=O)c3cccnc3)CC2)c1

compound no.,30,3,7,8,16,14
IDE cell activ,3,-10,-2,-4,-1,-1
MEKK3 PB1 HTS,84,84,96,102,107,108
NALP1 inh,10,nt,16,nt,34,-2
p-CIP stab down,-10,-1,4,nt,2,2
SUMO HTRF inh,-22,33,-7,nt,8,-1
MEKK2 WT-MEK5,90,102,95,102,103,117
PfM18AAP inh,nt,nt,-10,nt,-3,3
MEKK2mut PB1 HTS,-20,0,-4,-1,1,5
IDE cell inh,-4,11,nt,4,2,-1

# (next part)
item	IDE cell activ	MEKK3 PB1 HTS	NALP1 inh	p-CIP stab down	SUMO HTRF inh	MEKK2 WT-MEK5	PfM18AAP inh	MEKK2mut PB1 HTS	IDE cell inh	SMILES
31	6	100	16	2	13	90	4	-9	-2	COc1ccc(C2C(C#N)=C(N)N(c3ncn[nH]3)C3=C2C(=O)CCC3)cc1 (stereo not given)
32	3	102	13	4	-10	100	2	-1	1	COC1c2ccccc2C(=O)N1CCc1ccc(Cl)cc1 (stereo not given)
33	0	100	-8	-4	-16	98	-1	3	1	O=C(CSc1ccccn1)Nc1nc2ccc(Br)cc2s1
34	4	92	18	-16	12	95	-10	-16	5	Cc1nc2ccccc2[nH]c1=O
35	5	102	27	6	-18	98	-2	-2	1	Cc1nn(C)c(=O)n1-c1ccc(OCc2ccccc2)cc1
36	2	90	26	8	-2	96	3	-2	3	Cc1cc(C(=O)CSc2nnc3ccccn23)c(C)n1-c1ccccc1
37	7	100	8	2	11	100	2	-3	7	COC(=O)c1ccc(C2/C(=C(/O)c3ccc4c(c3)CC(C)O4)C(=O)C(=O)N2Cc2cccnc2)cc1 (stereo not given)
38	3	nt	9	-2	-4	nt	-10	nt	-2	CC(C)CC(NC(=O)COc1ccccc1)C(=O)O (stereo not given)
39	2	104	-9	-6	-24	98	-5	5	1	COc1ccc(Nc2nc(Nc3ccc(OC)cc3)nc(SC3=NCCS3)n2)cc1
40	2	96	-9	-3	28	94	0	-9	-1	Cc1cccc(/C=N\NC(=O)c2ccc(Cl)cc2)c1O
41	-1	74	9	-2	22	70	-6	-16	-4	O=c1[nH]c(SCCOc2ccccc2F)nc2ccccc12
42	3	102	33	13	-5	103	2	2	-3	O=C(NCc1ccc(OC(F)(F)F)cc1)C12CN(Cc3ccccc3)CC1C(c1cccc([N+](=O)[O-])c1)=NO2 (stereo not given)
43	1	126	29	7	-15	107	-2	0	6	COc1ccc(CNC(=O)CCSCc2ccccc2Cl)c(OC)c1
44	-5	102	8	-13	16	105	-2	10	nt	CC(=O)Nc1ccc(S(=O)(=O)N2CCN(C(=O)c3ncoc3-c3ccccc3)CC2)cc1
45	9	103	nt	-2	19	103	-9	6	-5	CCN(CC(=O)NCCc1ccc(F)cc1)Cc1nc2ccccc2c(=O)[nH]1
46	0	101	2	-10	6	99	5	3	-4	COc1cccc(C=N[C@@H](CO)[C@@H](O)c2ccc([N+](=O)[O-])cc2)c1O
47	7	112	8	0	13	99	-2	3	1	O=c1c([N+](=O)[O-])c(N2CCOCC2)c2ccccc2n1-c1ccccc1
48	4	108	4	-10	3	116	-1	17	-5	O=C(O)c1ccc(-n2cccn2)c([N+](=O)[O-])c1
49	4	92	4	-6	23	94	3	-8	0	Cc1cc(C)c(OCC(O)CNC(C)(C)C)c(C)c1 (stereo not given)
50	0	99	-3	-11	12	96	-3	-2	1	CN(C)Cc1cc(C(C)(C)C)cc(C(C)(C)C)c1O
51	-2	101	-2	-10	0	111	-7	5	3	CCC(=O)Nn1c(C2CCC2)nc2ccccc2c1=O
52	8	103	-17	-14	16	99	-2	0	-4	COc1ccc(-c2cc(C(F)F)n3ncc(C(=O)Nc4c(C)n(C)n(-c5ccccc5)c4=O)c3n2)cc1
53	1	103	0	-17	-17	107	3	10	1	COc1ccc(NC(=O)COC(=O)CCc2cc(OC)c(OC)c(OC)c2)c([N+](=O)[O-])c1
54	-3	97	29	-8	-13	96	-3	1	0	Cc1ccc(C2CC(c3cccc(Cl)c3)n3nc(N)nc3N2)cc1 (stereo not given)
55	3	104	-3	-27	18	100	23	3	5	COc1ccc2[nH]c(=O)c(C(c3nnnn3C(C)(C)C)N(Cc3ccco3)CC3CCCO3)cc2c1 (stereo not given)
56	3	111	10	0	10	102	6	4	7	COc1cc(Cl)c(C)cc1NC(=O)CSCC#N
57	3	95	-10	-6	10	95	-5	-6	-3	COCCCNC(=S)N1CCC(NC(=O)c2ccco2)CC1
58	-1	100	-21	-15	-3	97	1	-2	3	Cc1ccc(S(=O)(=O)NCCSc2ccccc2)cc1[N+](=O)[O-]
59	0	89	44	-1	-26	93	-3	-4	1	CC(C)N(Cc1nc(-c2ccc(Cl)cc2)no1)C(=O)/C=C/c1ccccc1
60	4	82	3	-6	23	68	-5	-13	-3	CC(=O)Nc1ccc(NC(=O)C2CCCN2S(=O)(=O)c2cccc3nsnc23)cc1 (stereo not given)

# One compound at a time (already shown). Order of screens: IDE cell activ, MEKK3 PB1 HTS, NALP1 inh, p-CIP stab down, SUMO HTRF inh, MEKK2 WT-MEK5, PfM18AAP inh, MEKK2mut PB1 HTS, IDE cell inh
# Cc1cccc(/C=N\NC(=O)c2ccc(Cl)cc2)c1O across the screens: 2, 96, -9, -3, 28, 94, 0, -9, -1
# O=c1c([N+](=O)[O-])c(N2CCOCC2)c2ccccc2n1-c1ccccc1 across the screens: 7, 112, 8, 0, 13, 99, -2, 3, 1

# Some of the compounds tested, so the mix of outcomes need not match the whole.
